SR-BI HDL uptake = inhibitors of SR-BI mediated HDL lipid uptake, primary screen, ldlA[mSR-BI] cells, fluorescence, single point; inhibition, % at 12.5 µM; AID 488896, 2010; Scavenger receptor class B member 1 (Mus musculus), Q61009; ldlA[mSR-BI] CHO cells, DiI-HDL uptake fluorescence, 3 h; 0.96% of 320,000 active;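 active means mean replicate inhibition of at least 70% and a set share of replicates each scoring 70 or more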;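 further: 0% = median of neutral control wells and 100% = median of positive control wells; values of inactives mirror those of a sister screen read the other way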
Target sequence (Q61009 whole entry, looked up): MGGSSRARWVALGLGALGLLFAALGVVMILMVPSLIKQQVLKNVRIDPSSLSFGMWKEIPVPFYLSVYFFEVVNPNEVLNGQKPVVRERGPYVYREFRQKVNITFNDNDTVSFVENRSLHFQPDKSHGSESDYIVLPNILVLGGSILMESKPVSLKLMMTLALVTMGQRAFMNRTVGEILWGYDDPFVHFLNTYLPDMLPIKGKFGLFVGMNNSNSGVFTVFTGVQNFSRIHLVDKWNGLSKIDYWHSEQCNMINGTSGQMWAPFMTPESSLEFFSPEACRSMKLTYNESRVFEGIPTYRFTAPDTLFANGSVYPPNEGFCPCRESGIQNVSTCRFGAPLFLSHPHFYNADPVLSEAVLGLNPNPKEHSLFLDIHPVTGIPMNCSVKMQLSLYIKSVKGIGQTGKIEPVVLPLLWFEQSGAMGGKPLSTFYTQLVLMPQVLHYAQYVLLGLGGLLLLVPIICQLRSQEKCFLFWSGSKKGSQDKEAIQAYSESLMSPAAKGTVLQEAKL
HTR5A ag ctr = HTR5A agonists in luminescence cell assay, primary screen, counter-screen for OPRM1-OPRD1 heterodimer agonist project, full-deck HTS; 5-hydroxytryptamine receptor 5A (Homo sapiens), P47898; cell-based; activation, % at 9.3 µM; 0.61% of 340,000 active; AID 504692, 2011; in the data active means activation mostly above about 9.5%, no sharp cut-off; inactive means mostly below about 7.6%;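 further: 0% = cells with vehicle only and 100% = reference agonist; strong numbers were not always called active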
dFosB activator = activators of delta FosB homodimer, primary screen, biochemical, fluorescence polarization, TAMRA-CDK5 oligo, single point | purified delta FosB; percent of positive-control signal above neutral wells | 0.99% of 340,000 active | activation, % at 25 µM | Protein FosB (Mus musculus), P13346;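 active means mean activation above about 17%, with every replicate also reaching it, limit read from the data, passing the limit was not always enough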;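 further: fluorescence polarization rise as delta FosB binds a TAMRA Cdk5 AP-1 oligo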
Wnt bcat act = Wnt/beta-catenin pathway activators, primary screen, cell-based, plate reader, single point; Wnt/beta-catenin reporter cell assay, activator; activation, % at 9.35 µM; 1.2% of 300,000 active; in the data active means activation above about 30%, passing the limit was not always enough;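 further: 0% = neutral control wells and 100% = positive control wells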
MITF TRPM1 HTS = activators of MITF-driven TRPM1 promoter reporter, primary screen, cell-based, SK-MEL-5, luciferase, single point; activation, % at 12.5 µM; AID 588334, 2011; SK-MEL-5 TRPM1-promoter luciferase, 24 h; % of positive control, neutral wells = 0; 0.75% of 300,000 active;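 active means mean activation of at least 80% with every replicate also reaching 80%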;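 further: 0% = neutral control wells and 100% = parthenolide positive control wells; values of inactives mirror those of a sister screen read the other way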
PvdQ acylase = P. aeruginosa PvdQ acylase inhibitors, primary screen, biochemical, fluorescence, plate reader and imaging, single point. PvdQ acylase [Pseudomonas aeruginosa LESB58]. purified PvdQ acylase. inhibition, % at 10 µM. 0.063% of 340,000 active. AID 488965, 2010; in the data active means inhibition above about 30%, passing the limit was not always enough;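 further: 0% = vehicle neutral wells and 100% = reference inhibitor wells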
Rtt109 Vps75 = inhibitors of C. albicans Rtt109/Vps75 HAT, primary screen, biochemical, ThioGlo CoA-SH fluorescence, plate reader. purified Rtt109/Vps75, 4 h. 0.16% of 330,000 active. Histone acetyltransferase RTT109 (Candida albicans (strain SC5314 / ATCC MYA-2876)), …. inhibition, % at 34.9 µM;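 active means inhibition of at least 50% in every replicate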
Target sequence (Q5AAJ8 whole entry, looked up): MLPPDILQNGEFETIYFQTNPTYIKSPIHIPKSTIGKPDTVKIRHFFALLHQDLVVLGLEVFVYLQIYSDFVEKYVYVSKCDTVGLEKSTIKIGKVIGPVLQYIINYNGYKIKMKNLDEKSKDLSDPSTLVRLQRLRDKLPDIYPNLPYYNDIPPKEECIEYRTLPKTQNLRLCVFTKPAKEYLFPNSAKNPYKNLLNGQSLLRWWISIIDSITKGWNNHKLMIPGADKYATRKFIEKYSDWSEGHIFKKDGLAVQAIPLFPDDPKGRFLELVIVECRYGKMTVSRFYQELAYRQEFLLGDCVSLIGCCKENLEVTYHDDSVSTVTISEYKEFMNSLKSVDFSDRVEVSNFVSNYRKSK
RTF Ca sens act = cardiac RTF calcium sensitivity activators, primary screen, biochemical, IANBD-TnC fluorescence, EC20 calcium; 0.24% of 340,000 active; IANBD-labeled TnC RTF fluorescence at EC20 calcium; 0% EC20 calcium, 100% full calcium; activation, % at 7.2 µM;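 active means activation above the mean over all tested compounds plus 3 SD, cut at about 30% in these data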;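 further: rise in fluorescence read as greater calcium sensitivity of cardiac thin filaments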
SR-BI DiI-HDL act = activators of SR-BI mediated DiI-HDL uptake, primary screen, ldlA[mSR-BI] CHO cells, DiI fluorescence | 3 h; 100 = double the neutral-control signal | activation, % at 12.5 µM | 0.096% of 320,000 active | AID 504775, 2011;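 active means mean replicate activation of at least 60% and every replicate at or above 60%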;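 further: 0% = median plate neutral-control signal and 100% = twice that signal; values of inactives mirror those of a sister screen read the other way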
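Test system: SR-BI-overexpressing, LDLR-lacking CHO cells; Medium: Ham's F12 with 0.5% BSA, HEPES 25 mM, pH 7.4; Schedule: 3 h, 37 °C; Technique: bottom-read fluorescence, 550/595 nm.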
CDK5 p35 inh = inhibitors of human CDK5/p35 kinase, primary screen, biochemical, single concentration; inhibition, % at 10 µM; Recombinant CDK5/p35, ADP-Glo luminescence, 60 min; 0.01% of 330,000 active; AID 488839, 2010;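 active means highest replicate inhibition of at least 50% and at least 75% of replicates reaching 50%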;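 further: plate controls were DMSO neutral control for no effect and GW8510 at 10 µM for full effect; many of its hits are not listed in these tables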
An asterisk follows results filed as active; . = no result given.

No.	smiles	SR-BI HDL uptake	HTR5A ag ctr	dFosB activator	Wnt bcat act	MITF TRPM1 HTS	PvdQ acylase	Rtt109 Vps75	RTF Ca sens act	SR-BI DiI-HDL act	CDK5 p35 inh
1	COc1ccccc1C1C=C(c2ccc(Cl)cc2)Nc2nc(N3C(=O)CCC3=O)nn21 (stereo unspecified)	-9.4	0.8	-7.5	.	.	-8.3	.	4.4	9.4	-1.0
2	O=C(NCC1(N2CCCCC2)CCCCC1)c1ccc(NS(=O)(=O)c2ccc(F)cc2)cc1	-16.2	-0.1	3.1	0.7	17.0	-15.2	.	10.4	16.2	1.7
3	O=C(NCCN1CCOCC1)N1c2ccccc2Sc2ccccc21	2.7	-0.6	1.7	.	7.9	-11.7	-5.7	-5.8	-2.7	0.3
4	Cc1cccc(Oc2sc(C(=O)c3ccccc3)c(N)c2C#N)c1C	42.0	-6.5	-7.2	.	6.6	-1.7	-9.3	-0.4	-42.0	0.6
5	CCc1cc(/C(Cc2ccccn2)=N\O)c(O)cc1O	-1.8	5.4	-7.4	-0.2	-14.1	0.0	12.7	-2.6	8.4	-1.1
6	CC(C)C[C@H](NC(=O)N1CC(=O)Nc2ccccc21)C(=O)N[C@H](Cc1ccccc1)C(=O)O	-12.4	-2.0	-2.7	3.4	10.5	-4.5	-3.5	1.6	12.4	-0.2
7	Cc1cc(C)c2cc(CN(CCCN(C)C)C(=S)NCc3ccccc3)c(=O)[nH]c2c1	-1.6	3.4	-11.0	0.4	3.4	-12.9	-2.1	-0.4	1.6	0.1
8	CCCn1c(N2CCOCC2)nc2c1c(=O)[nH]c(=O)n2C	-10.8	-2.2	-4.2	-1.5	1.7	-12.6	1.1	2.2	10.8	-0.3
9	CC(=O)Nc1ccc(OCC(O)Cn2nc(C)c(C)c2C)cc1 (stereo unspecified)	-10.1	-3.0	-5.7	-0.3	-0.2	1.3	-1.7	2.4	10.1	0.7
10	C=CCC[C@@H](Cc1ccc(F)cc1)C(=O)OC[C@@H](Cc1c[nH]c2ccccc12)NC(=O)[C@@H](CC=C)CC(=O)NCCO	9.0	3.4	-7.2	-7.5	-8.4	-6.1	-1.8	1.7	-9.0	-2.0
11	NC(=O)c1cc(S(=O)(=O)NCc2ccc(Br)cc2)cs1	-9.7	1.9	-3.4	7.9	-10.5	-7.7	-1.7	-3.5	9.7	-0.2
12	O=C(CCNC(=O)c1ccc(Br)cc1)NNC(=O)COc1ccccc1F	11.0	-1.2	-5.2	1.1	10.1	-2.6	3.3	5.1	-11.0	2.6
13	COC(=O)C(C(=O)OC)c1ccccc1[N+](=O)[O-]	-2.0	-0.9	-0.7	.	7.1	-10.9	3.8	4.4	2.0	-0.6
14	Cc1ccc(OS(=O)(=O)c2cn(C)c(=O)n(C)c2=O)cc1C	2.3	0.5	-0.8	-1.7	9.1	-7.1	-6.6	2.3	-2.3	-0.3
15	O=C(c1cnn(C(=O)c2ccccc2)c1)c1ccccc1O	13.3	3.5	4.1	.	-6.4	-12.0	-7.4	4.0	-13.3	0.5
16	CCCn1c(-c2cccnc2Cl)nc2cc(Cl)c(Cl)cc21	-8.2	4.1	-5.5	-3.3	-10.3	-15.1	-11.4	3.3	8.2	-0.9
17	COc1ccc(/C=N/Nc2nc(C)cc(-c3ccccc3)n2)c(OC)c1	73.8*	0.3	-2.8	1.2	.	10.0	-0.5	-3.4	-73.8	2.1
18	Nc1nc2n(n1)C(c1cccs1)CC(c1ccc(F)cc1)N2 (stereo unspecified)	0.6	-0.7	4.3	-5.9	.	-5.6	-2.0	-3.6	-0.6	-0.9
19	COc1cccc2cc(C(=O)Oc3ccc(NC(C)=O)cc3)c(=O)oc12	3.4	-4.2	8.9	-0.8	-2.8	18.1	-1.9	-10.2	-3.4	-0.3
20	O=C(NC1CCCCC1)C(c1ccccc1)N(Cc1ccco1)C(=O)c1csnn1 (stereo unspecified)	.	3.0	-10.1	1.1	1.2	-2.6	5.7	-1.1	.	-0.3
21	O=C(O)CCCCCCNS(=O)(=O)c1ccccc1	-0.7	2.6	-1.4	0.4	.	-11.7	.	0.8	0.7	-0.8
22	Cc1nc(SCC(=O)Nc2ccc(S(=O)(=O)N3CCOCC3)cc2)c2c(C)c(C)sc2n1	20.5	-2.7	-19.2	-1.4	-27.8	-8.1	-1.1	-2.3	-20.5	1.8
23	NC(=O)[C@@H]1CCCNc2c(I)cc([N+](=O)[O-])cc2C(=O)N[C@@H](CCC(=O)O)C(=O)N[C@@H](CO)C(=O)N1	-9.7	4.2	-6.2	.	-7.2	-3.3	-1.7	21.3	9.7	-3.6
24	Cc1ccc(C(=O)NN=C2CCCCCC2)s1	-6.2	-0.1	-6.7	4.2	-5.5	5.2	1.7	-2.3	6.2	-0.1
25	COc1ccc(-c2cc3c(=O)n(CC(=O)NCCN4CCCC4)nc(C)n3n2)cc1	42.8	-3.1	-13.5	-2.8	8.8	-5.0	-5.2	-3.8	-42.8	-0.4
26	O=C(N1CCCCC1)N1CCC(c2nc3ccccc3[nH]2)CC1	-8.1	-2.5	-3.1	1.7	-5.7	-2.6	-13.0	-3.9	8.1	0.5
27	O=C(NCCS(=O)(=O)c1ccc(Br)cc1)c1c(F)cccc1F	7.3	6.3	-7.4	-0.5	-9.0	-12.6	-3.3	8.6	-7.3	1.3
28	CC(C)/C=C1\CC/C(=C\c2cccnc2)C1=O	.	5.0	-7.2	4.7	-5.2	-0.6	-3.7	-3.8	.	1.5
29	COc1cccc(-n2c(SCC(=O)Nc3nccs3)nnc2-c2ccoc2C)c1	-5.1	0.9	-9.9	.	-3.3	4.2	4.1	-2.1	5.1	0.6
30	O=C(CCSc1ccc(Cl)cc1)N1CCOCC1	-29.9	-0.3	-0.2	24.9	.	-6.7	-19.3	6.0	29.9	0.0
31	COc1ccccc1NC(=O)CCS(=O)(=O)c1ccc2c(c1)oc(=O)n2C	-13.1	0.2	0.1	-1.5	-12.8	-6.9	2.0	-1.7	13.1	-0.9
32	Cc1ccc(C(=O)CCC(=O)NNC(=O)c2ccccc2O)cc1	2.1	2.7	23.1*	0.1	-6.6	-7.4	0.6	-3.9	-2.1	0.3
33	COCCOC(=O)c1c(C)oc2ccc(OCc3ccccc3)cc12	-1.4	-2.2	-6.9	-0.8	4.6	4.7	14.2	2.2	1.4	-0.6
34	Cc1cc2c(cc1S(=O)(=O)N1CCN(c3ccccc3)CC1)OCC(=O)N2	10.3	0.6	2.4	-0.3	.	3.0	-2.7	1.4	-10.3	-1.6
35	CCOc1ccc(Nc2nc(N)c([N+](=O)[O-])c(N3CCN(C)CC3)n2)cc1	11.9	2.1	-0.1	1.4	4.6	-0.8	-1.7	-4.6	-11.9	4.6
36	Cc1ccc(C(=O)Nc2cccc([N+](=O)[O-])c2)cc1S(=O)(=O)Nc1ccc(C(=O)O)cc1	6.3	-1.5	-8.0	27.6	-2.6	-11.6	-3.0	0.8	-6.3	-1.4
37	CC(Oc1ccccc1)C(=O)NCc1cccnc1 (stereo unspecified)	12.0	1.3	-3.5	.	-1.0	5.2	1.2	-3.8	-12.0	-0.1
38	COc1ccccc1N1CCN(C2CCCN(S(=O)(=O)c3ccc(C)cc3)C2)CC1 (stereo unspecified)	11.0	-2.5	-4.0	-0.2	0.5	4.8	9.6	-4.4	-11.0	1.2
39	CCOC(=O)/C(C#N)=C/c1cn(CCOc2ccccc2)c2ccccc12	6.1	-0.7	-10.1	0.7	-14.4	-12.1	-5.3	2.3	-6.1	-0.1
40	Cc1cc(C)n(CNc2nc(C(F)(F)F)cs2)n1	.	-3.6	1.0	.	-0.3	10.9	-2.5	1.4	.	0.5
41	COc1ccc(CNC(=O)COc2cccnc2[N+](=O)[O-])cc1	-1.0	-0.5	-4.9	-1.0	4.2	-11.7	3.1	1.3	1.0	1.1
42	COc1ccc(-c2nc(CSCC(=O)N3CCN(C)CC3)c(C)o2)cc1OC	-6.1	-0.4	0.6	5.2	-5.6	4.5	-13.9	0.9	6.1	-1.1
43	O=S(=O)(Nc1ccc2ccccc2n1)c1ccc2c(c1)CCO2	-9.0	1.9	-5.2	4.1	-12.6	-7.1	0.3	0.7	9.0	-1.4
44	O=C(COc1ccc(F)cc1Br)NCc1ccccn1	24.1	1.8	-2.1	.	.	-9.4	0.1	-3.1	-24.1	0.7
45	Cn1c(=O)c2c(nc(-n3ccnc3)n2Cc2ccc(Cl)cc2Cl)n(C)c1=O	-1.3	7.6	-6.9	.	8.0	-11.3	1.6	8.8	1.3	-3.9

Next section; it opens with the 3 that closed the last part.
No.	smiles	SR-BI HDL uptake	HTR5A ag ctr	dFosB activator	Wnt bcat act	MITF TRPM1 HTS	PvdQ acylase	Rtt109 Vps75	RTF Ca sens act	SR-BI DiI-HDL act	CDK5 p35 inh
43	O=S(=O)(Nc1ccc2ccccc2n1)c1ccc2c(c1)CCO2	-9.0	1.9	-5.2	4.1	-12.6	-7.1	0.3	0.7	9.0	-1.4
44	O=C(COc1ccc(F)cc1Br)NCc1ccccn1	24.1	1.8	-2.1	.	.	-9.4	0.1	-3.1	-24.1	0.7
45	Cn1c(=O)c2c(nc(-n3ccnc3)n2Cc2ccc(Cl)cc2Cl)n(C)c1=O	-1.3	7.6	-6.9	.	8.0	-11.3	1.6	8.8	1.3	-3.9
46	Cc1ccccc1N1C(=O)CSC1=C(C#N)C#N	-28.5	-0.4	-0.1	0.2	1.7	-0.2	-3.7	2.8	28.5	0.0
47	COc1cc(CNC(C)(C)CO)cc(Br)c1OCc1ccc(Cl)cc1Cl	-22.9	4.1	-30.4	0.9	13.2	-3.5	29.0	-1.1	22.9	1.7
48	CNC(=O)c1cc(C(=O)c2ccc(C(F)(F)F)cc2)c[nH]1	.	5.5	0.0	8.0	39.0	-12.4	1.6	2.4	.	1.1
49	Cc1onc(-c2c(F)cccc2Cl)c1C(=O)OCC(=O)N1C(C)CCCC1C (stereo unspecified)	28.9	-0.9	-4.7	1.9	-4.5	7.4	8.1	0.4	-28.9	-0.3
50	COCCC1CCCCN1C(=O)c1ccc2nc(Cc3ccccc3F)oc2c1 (stereo unspecified)	41.0	-1.6	-0.7	12.8	134.4*	-8.6	-7.1	-1.1	-41.0	1.6
51	Cc1ccc(S(=O)(=O)N2CCN(C(=O)COC(=O)COc3ccc(Cl)cc3)CC2)c(C)c1	-18.1	-3.6	207.5*	-2.8	6.3	6.0	3.7	-0.8	18.1	-0.2
52	CN1CCN(c2ccc([N+](=O)[O-])cc2S(=O)(=O)N2CCOCC2)CC1	-9.9	1.6	5.5	.	.	-9.1	-10.8	6.8	9.9	-0.1

Screening results (PubChem)
